NTMT1 inhibitor: Primary qHTS for Inhibitors of N-terminal methyltransferase 1 (NTMT1): MTaseGlo Assay; NTMT1 MTase-Glo SAH luminescence, purified enzyme; AID 1645870, 2021; Potency, µM (titrated, usually from 114 µM), without a hit: top-dose activity change, negative = inhibition, most hits filed as inhibitors; 59,000 tested, 2.5% active; N-terminal Xaa-Pro-Lys N-methyltransferase 1 (Homo sapiens), Q9BV86;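 note: potency is the fitted concentration of half-maximal effect; plate controls were DMSO vehicle for no effect and no enzyme for full effect; nearly all actives have a fitted effect of over 65% in size; many of its hits are not listed in these tables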
p53null 32C kill: qHTS Screen for Compounds that Selectively Target Cancer Cells with p53 Mutations: Cytotoxicity of p53 Null Cells at the Permissive Temperature; H1299-neo p53 null cells, ATP luminescence, 24 h, 32C; Potency, µM (titrated, usually from 46.1 µM), inactives show top-dose activity change, negative = cytotoxicity, usual class: cytotoxic; 55,000 tested, 0.62% active;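 note: potency is the fitted concentration of half-maximal effect; 0% = DMSO only and -100% = full killing by 100 µM tamoxifen; nearly all actives have a fitted effect of over 55% in size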
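Luminescent ATP readout gave cell viability of p53-null H1299-neo cells after a 24 h compound exposure at the permissive 32C. Titrations ran up to 46 uM, and AC50s were fitted with the standard Hill equation.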
TSG101-PTAP inh: qHTS Validation Assay for Inhibitors of HIV-1 Budding by Blocking the Interaction of PTAP/TSG101: Sytravon Library Screen; Fluorescence polarization, FITC-PTAP peptide/Tsg101, 20 min; 44,000 tested, under 10 active; Tumor susceptibility gene 101 protein (Homo sapiens), Q99816; Potency, µM (doses to about 115 µM), without a hit: top-dose activity change, negative = inhibition, most hits filed as inhibitors; note: potency is the fitted concentration of half-maximal effect; 0% is about no effect
Target sequence (Q99816 whole entry, looked up): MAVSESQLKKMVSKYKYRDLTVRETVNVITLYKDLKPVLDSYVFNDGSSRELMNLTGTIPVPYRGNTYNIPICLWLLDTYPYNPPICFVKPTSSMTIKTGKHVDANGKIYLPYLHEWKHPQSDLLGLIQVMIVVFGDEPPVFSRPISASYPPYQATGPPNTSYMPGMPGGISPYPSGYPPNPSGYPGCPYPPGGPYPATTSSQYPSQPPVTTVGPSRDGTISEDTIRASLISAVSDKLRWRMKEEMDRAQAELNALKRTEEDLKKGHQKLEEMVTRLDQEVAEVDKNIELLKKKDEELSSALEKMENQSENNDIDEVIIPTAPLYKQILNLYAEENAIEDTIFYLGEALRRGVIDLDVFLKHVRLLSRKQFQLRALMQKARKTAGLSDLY
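Steps: Tsg101 binding domain (10 uM final) in HEPES pH 7.5/NaCl/Tween 20/EDTA/TCEP; add compound; add FITC-PTAP peptide (50 nM final); incubate 20 min r.t.; read polarization.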
GALK inh: qHTS Assay for Inhibitors of Human Galactokinase (GALK): NCGC Sytravon Library Screen. P51570. recombinant GALK, Kinase-Glo ATP luminescence, 1 h. Potency, µM (titrated, usually from 57.5 µM), for the others: at the highest dose activity, negative = inhibition, hits mostly inhibitors. 44,000 tested, under 10 active. AID 1347072, 2019;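 note: plate controls were full GALK reaction for no effect and reaction lacking GALK for full effect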
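5 nM GALK with 35 µM ATP and 100 µM galactose in HEPES pH 8.0, MgCl2, NaCl, DTT, BSA; 1 h RT reaction, remaining ATP detected by Kinase-Glo Plus luminescence after 10 min; qHTS concentration series.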
B2AR arrestin ag: qHTS assay of beta-arrestin-biased ligands of beta2-adrenergic receptor: NCGC Sytravon Library Screen; Beta-2 adrenergic receptor (Homo sapiens), P07550; HTLA Tango cells, beta-arrestin recruitment, luciferase luminescence, 18 h; Potency, µM (series often up to 46.1 µM), inactives show at the top dose activation, most hits filed as activators; 44,000 tested, under 10 active; AID 1347077, 2019;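 note: potency is the fitted concentration of half-maximal effect; 0% = DMSO and full agonism = EC100 isoproterenol or metaproterenol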
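Receptor–beta-arrestin recruitment read by tTA-responsive luciferase: compound titrations (up to 46 µM) incubated 18 h with Tango cells, then luminescent substrate 15 min at room temperature. Concentration-response fits classified by r2, efficacy and activity.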
p53null 39C kill: qHTS Screen for Compounds that Selectively Target Cancer Cells with p53 Mutations: Cytotoxicity of p53 Null Cells at the Nonpermissive Temperature. H1299 p53-null (neo) cells, 39C, ATPlite viability, 24 h. AID 904, 2007. Potency, µM (highest dose often 46.1 µM), without a hit: at the highest dose activity, negative = cell killing, hits mostly cytotoxic. 55,000 tested, 0.97% active;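 note: potency is the fitted concentration of half-maximal effect; 0% = DMSO only and -100% = full killing by 100 µM tamoxifen; nearly all actives have a fitted effect of over 50% in size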
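Cells seeded at 600/well, 37C overnight. Compound added (up to 46 uM), plates shifted to 39C for 24 hr. ATPlite added, luminescence read after 20 min at room temperature.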
FH mod: Identification of activators of human fumarate hydratase by quantitative high-throughput screening | Potency, µM (titrated, usually from 79.9 µM), without a hit: at the top dose activity change, negative = inhibition, hits mostly inhibitors | Fumarate hydratase, mitochondrial (Homo sapiens), P07954 | 54,000 tested, 0.22% active | AID 1347055, 2019 | FH coupled MDH/diaphorase resazurin fluorescence, 15 min; note: potency is the fitted concentration of half-maximal effect; % is set by controls: 0 for no effect and ±100 for the full control effect; the screen sought activators but most active calls are inhibition curves; nearly all actives have a fitted effect of over 45% in size
Target sequence (P07954 whole entry, looked up): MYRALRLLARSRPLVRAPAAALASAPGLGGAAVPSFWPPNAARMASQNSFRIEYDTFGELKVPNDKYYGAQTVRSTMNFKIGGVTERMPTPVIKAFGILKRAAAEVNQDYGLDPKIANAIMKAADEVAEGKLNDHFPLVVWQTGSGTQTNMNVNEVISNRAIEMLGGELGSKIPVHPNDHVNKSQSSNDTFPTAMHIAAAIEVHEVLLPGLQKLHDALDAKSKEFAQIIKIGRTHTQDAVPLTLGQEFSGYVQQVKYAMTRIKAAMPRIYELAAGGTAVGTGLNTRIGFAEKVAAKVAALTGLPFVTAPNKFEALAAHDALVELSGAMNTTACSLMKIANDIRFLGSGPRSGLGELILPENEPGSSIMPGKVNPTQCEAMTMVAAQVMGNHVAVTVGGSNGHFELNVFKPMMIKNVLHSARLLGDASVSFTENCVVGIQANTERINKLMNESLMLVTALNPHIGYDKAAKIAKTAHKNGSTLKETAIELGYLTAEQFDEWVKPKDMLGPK
An asterisk follows results filed as active; ? = inconclusive; . = no result given; [ ] = another dose, or the depositor's remark. Calls come from the whole dose curve; as a rule, active = well fitted curve in the direction sought with a large enough effect; inconclusive = small, poorly fitted or top-dose-only effect, or another doubt; inactive = no such curve, though single readings can be large; an effect the other way counts as inactive or inconclusive. Not all compounds are listed; rates above refer to the full screens.

Codes – A = NTMT1 inhibitor; B = p53null 32C kill; C = TSG101-PTAP inh; D = GALK inh; E = B2AR arrestin ag; F = p53null 39C kill; G = FH mod
CCC1CCCCN1CCCNC(=O)c1c(O)nc2ccccn2c1=O (stereo not drawn)
  A: 1%; B: 0%; C: 1%; D: 6%; E: 1%; F: -30%; G: -2%

Cc1ccccc1OCC(=O)Nc1ccc2nc(SCC(N)=O)sc2c1
  A: -23%; B: -13%; C: 2%; D: 0%; E: -3%; F: -29%; G: -4%

Cc1ccc(C)c(NC(=O)CSc2nnc(CNC(=O)c3ccccc3)n2-c2ccccc2)c1
  A: ?; B: -5%; C: -4%; D: 8%; E: -2%; F: -25%; G: 2%

Cc1cn(S(=O)(=O)c2ccc(F)c(Cl)c2)cn1
  A: 4%; B: ?; C: 1%; D: 7%; E: 0%; F: -30%; G: 1%

CCOC(=O)c1cccc(NS(=O)(=O)c2cc3[nH]c(=O)c(=O)[nH]c3cc2C)c1
  A: 2%; B: 3%; C: -10%; D: -6%; E: 0%; F: -1%; G: -18%

Cc1ccc(N(Cc2cccs2)C(=O)c2ccco2)cc1
  A: -14%; B: -6%; C: -3%; D: ?; E: -4%; F: 1%; G: -8%

Cc1cc2n(n1)CCCN2C(=O)Nc1ccc(Cl)cc1
  A: ?; B: 10%; C: -1%; D: 1%; E: 6%; F: 30%; G: -7%

Cc1cc(C)cc(NC(=O)CSCc2cc(=O)c3cc(Cl)ccc3[nH]2)c1
  A: -14%; B: -6%; C: 0%; D: 3%; E: 6%; F: -21%; G: 7%

CCN(Cc1ccccc1)C(=O)c1cnn(-c2ccc(F)cc2)c1-n1cccc1
  A: 4%; B: 2%; C: -12%; D: -3%; E: 0%; F: 10%; G: -11%

CCOc1ccc(CNS(=O)(=O)c2cc(-c3cc(C)no3)ccc2C)cc1OC
  A: 17%; B: -9%; C: -1%; D: -1%; E: 0%; F: -5%; G: -7%

Cc1oc2ncnc(N3CCOCC3)c2c1C(=O)N(Cc1ccccc1)C(C)C
  A: ?; B: 3%; C: -6%; D: 1%; E: 1%; F: -14%; G: 5%

COC(=O)c1sc(NC(=O)c2cc3nc(-c4ccc(Br)cc4)cc(C(F)(F)F)n3n2)c(C(=O)OC)c1C
  A: 14%; B: -3%; C: -6%; D: 1%; E: -3%; F: 7%; G: -9%

Cn1cc(S(=O)(=O)c2cccc(Cl)c2)c(=O)c2cc(F)c(N3CCCCCC3)cc21
  A: -3%; B: -8%; C: -1%; D: -8%; E: 2%; F: -5%; G: -8%

CCc1cccc(NC(=O)CCc2c(C)nc3c(-c4ccccc4)c(C)nn3c2C)c1
  A: -18%; B: 2%; C: -2%; D: 1%; E: 0%; F: -1%; G: -18%

COc1ccc(-c2c(C#N)c(SCC(=O)Nc3ccc(C)c(C)c3)nc(C)c2C(=O)Nc2ccc(Cl)cc2)cc1
  A: 4%; B: 11%; C: -3%; D: -3%; E: 0%; F: 7%; G: 7%

CCc1ccc(C(=O)c2cn(CC(=O)NCCc3ccc(OC)c(OC)c3)c3nc(C)ccc3c2=O)cc1
  A: -7%; B: -2%; C: 6%; D: 1%; E: 0%; F: -2%; G: 4%

CC(=O)N1CCCc2cc(S(=O)(=O)N3CCC(C(=O)N(C)C4CCCCC4)CC3)ccc21
  A: -1%; B: -1%; C: 0%; D: -5%; E: 0%; F: -14%; G: -11%

COc1ccc(C)cc1NS(=O)(=O)c1ccc2oc(=O)c3ncn(C)c3c2c1
  A: .; B: -12%; C: 0%; D: -1%; E: 1%; F: -15%; G: .

CC(C)n1c(=O)c2oc3ccccc3c2n(Cc2ccccc2F)c1=O
  A: 10%; B: 1%; C: -4%; D: 0%; E: 0%; F: -9%; G: -5%

CCOC(=O)c1cc2c(=O)n3ccccc3nc2n(Cc2ccco2)c1=NC(=O)c1ccc(Br)cc1
  A: ?; B: 9%; C: -11%; D: 5%; E: 1%; F: -4%; G: ?

Given tab-delimited: part of the list above
SMILES	NTMT1 inhibitor	p53null 32C kill	TSG101-PTAP inh	GALK inh	B2AR arrestin ag	p53null 39C kill	FH mod
COc1ccc(-c2c(C#N)c(SCC(=O)Nc3ccc(C)c(C)c3)nc(C)c2C(=O)Nc2ccc(Cl)cc2)cc1	4%	11%	-3%	-3%	0%	7%	7%
CCc1ccc(C(=O)c2cn(CC(=O)NCCc3ccc(OC)c(OC)c3)c3nc(C)ccc3c2=O)cc1	-7%	-2%	6%	1%	0%	-2%	4%
CC(=O)N1CCCc2cc(S(=O)(=O)N3CCC(C(=O)N(C)C4CCCCC4)CC3)ccc21	-1%	-1%	0%	-5%	0%	-14%	-11%
COc1ccc(C)cc1NS(=O)(=O)c1ccc2oc(=O)c3ncn(C)c3c2c1	.	-12%	0%	-1%	1%	-15%	.
CC(C)n1c(=O)c2oc3ccccc3c2n(Cc2ccccc2F)c1=O	10%	1%	-4%	0%	0%	-9%	-5%
CCOC(=O)c1cc2c(=O)n3ccccc3nc2n(Cc2ccco2)c1=NC(=O)c1ccc(Br)cc1	?	9%	-11%	5%	1%	-4%	?

Next section:
Results follow in this order: NTMT1 inhibitor | p53null 32C kill | TSG101-PTAP inh | GALK inh | B2AR arrestin ag | p53null 39C kill | FH mod
> CCc1ccccc1NC(=O)Nc1nnc(N2CCCC2)s1
→ 11% | -6% | 0% | -12% | -1% | -16% | 4%
> COc1ccc(-c2cc(C(F)(F)F)n3nc(C)c(-c4ccccc4)c3n2)cc1OC
→ -8% | 2% | 5% | ? | 0% | -12% | 10%
> CN(Cc1ccccc1)c1ccc(-c2nc(-c3cccnc3)no2)cc1[N+](=O)[O-]
→ -15% | 17% | -6% | -5% | -3% | ? | -2%
> Cc1ccccc1Nc1c(-c2ccc(N3CCOCC3)cc2)nc2ncccn12
→ -4% | 13µM* | -4% | 5% | -2% | 13µM* | -14%
> Cc1ccccc1C(=O)Nc1ccc(C(=O)OCc2cc(=O)n3nc(C(C)C)sc3n2)cc1
→ 10% | ? | 1% | 0% | 0% | -11% | 2%
> CN(c1ccccc1)S(=O)(=O)c1nnc(NC(=O)c2ccco2)s1
→ 9% | 1% | -4% | 1% | 0% | -19% | 10%
> COc1ccc(C)cc1S(=O)(=O)Nc1cccc(-c2ccc(N3CCCC3)nn2)c1
→ . | -1% | -6% | 1% | 1% | 2% | .
> Cc1cc(C)cc(NC(=O)CCS(=O)(=O)c2ccc3c(c2)oc(=O)n3C)c1
→ ? | 4% | -4% | 2% | 0% | -8% | ?
> Cc1nc2cc(-c3cccc(F)c3)nn2c(C)c1CCC(=O)NC1CCCCC1
→ -11% | -9% | 0% | 9% | 1% | -13% | -8%
> C=CCc1c(C)nc2nc(SCC(=O)Nc3ccc(OCC)cc3)nn2c1C
→ 7% | -8% | -1% | ? | 2% | 9% | -27%
> COc1ccc(CNC(=O)c2cc(Nc3ccccc3C)nc3ccccc23)cc1
→ 4% | 3% | -4% | 7% | 0% | -16% | -26%
> Cc1ccc(NC(=O)c2sc3nc(-c4ccc(F)cc4)cn3c2C)c(C)c1
→ 7% | -3% | -5% | 1% | 0% | -8% | 4%
> COc1ccc(CNC(=O)Cn2c(=O)nc(-c3ccccc3F)c3cc(Cl)ccc32)cc1OC
→ 11% | -6% | -5% | 1% | 1% | -12% | -2%
> Cn1nnc2c(NCc3c(F)cccc3F)ncnc21
→ 22% | -5% | -1% | -1% | -1% | 8% | -12%
> Cc1ccc(-c2cc(C(=O)NCc3cnn(C)c3)c3cc(Br)ccc3n2)cc1
→ -10% | -26% | -2% | ? | 0% | ? | -7%
> O=C(NCc1ccccc1Cl)c1cc2ccccc2o1
→ -7% | -17% | 2% | 2% | -2% | ? | -27%
> CC(C)NC(=O)CCCN1C(=O)CCn2nc(-c3cccn3C)cc21
→ 5% | 3% | -12% | -1% | 1% | 1% | 0%
> CCn1cc(C(=O)NCCc2ccc(OC)c(OC)c2)c(=O)c2cc(S(=O)(=O)N3CCOCC3)ccc21
→ -7% | 0% | -1% | 0% | 0% | -4% | -15%
> Cn1cnc(S(=O)(=O)N2CCCC(C(=O)Nc3cccc(C#N)c3)C2)c1 (stereo not drawn)
→ -1% | -7% | -2% | -2% | 0% | -13% | -21%
> O=C(CCC1N=C2c3ccccc3N=C(SCc3ccc(F)cc3)N2C1=O)N1CCN(c2ccccc2)CC1 (stereo not drawn)
→ 0% | 15% | -4% | -8% | 1% | -12% | -32%
> COc1ccc(OC)c(NC(=O)c2c(NCc3ccc(OC)c(OC)c3)sc3c2CCC3)c1
→ -14% | -15% | 3% | 2% | 0% | -6% | -4%
> Cc1cc(C)c2c(c1)c(C)cc1nnc(SCc3ccccc3C#N)n12
→ 3% | 0% | 0% | 2% | -1% | -8% | -5%
> CCOc1ccc(CC(=O)NC2CC(=O)N(c3ccc(C)c(C)c3)C2)cc1 (stereo not drawn)
→ -3% | 2% | -5% | -1% | -4% | -1% | 2%
> CCc1nnc(NC(=O)c2nc(S(=O)(=O)Cc3ccc(C)cc3)ncc2Cl)s1
→ 2% | ? | 5% | -1% | -1% | 16µM* | 0%
> CCOc1ccc(S(=O)(=O)N(CC(=O)Nc2ccc(OC)c(Cl)c2)c2ccccc2)cc1
→ 3% | -2% | -4% | ? | 0% | -14% | -4%
> COc1ccc(CCNC(=O)Cc2ccc(NC(=O)N3CCSc4ncccc43)cc2)cc1OC
→ 0% | -3% | -3% | 4% | 2% | 22% | 1%
> COc1ccc(NC(=O)C2CCN(S(=O)(=O)c3c(C)noc3/C=C/c3cccs3)CC2)cc1Cl
→ 18% | 12% | -5% | 0% | 0% | -3% | -3%
> COc1ccc(CCNC(=O)Cn2ncc3c(C)n(Cc4ccccc4F)c(C)c3c2=O)cc1OC
→ -7% | -4% | -4% | -12% | -3% | -10% | 0%
> COc1ccc(-c2noc(CSc3nnc(Cc4ccccc4)n3-c3ccccc3)n2)cc1OC
→ -3% | 26% | -1% | 1% | -1% | 60%[activator] | -21%
> CCC(C)NC(=O)c1ccccc1NC(=O)C1CCN(S(=O)(=O)Cc2ccccc2)CC1 (stereo not drawn)
→ . | 3% | -7% | -10% | -1% | 19% | .
> CCOC(=O)CC(NC(=O)Cn1nnc(-c2ccc(C(F)(F)F)cc2)n1)c1ccc(C)cc1 (stereo not drawn)
→ 9% | 5% | -2% | 0% | 0% | -9% | -2%
> Cc1ccc(C)c(Nc2nc(-c3ccccc3)c3cc(Br)ccc3n2)c1
→ 13% | -1% | -4% | 0% | 0% | 21% | -11%
